# Screening data: PubChem, several laboratories
# bIAP inhibitor – blocks bovine intestinal alkaline phosphatase activity; purified bovine IAP, CDP-star luminescence, 30 min; inhibition, % at 20 µM; 190,000 tested, under 10 active;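 active = over 50% inhibition of intestinal alkaline phosphatase at 20 µM in the single-dose screen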
#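 Assay system – bovine IAP enzyme · Quantity – bovine IAP at 1/65,000,000 final dilution · Detection – CDP-star luminescence signal · Times – 30 min reaction at room temperature · Also added – CDP-star substrate at 30 µM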
# PPARg SRC-1 ag – agonists of human PPARgamma SRC-1 coactivator recruitment; PPARgamma-SRC-1 coactivator recruitment biochemical assay; AID 631; P37231; activation, % at 8 µM; hit rate 0.41% among 200,000; in the data active = activation above about 19%;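 note: 0% = DMSO and 100% = reference agonist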
# Target sequence (P37231 whole entry, looked up): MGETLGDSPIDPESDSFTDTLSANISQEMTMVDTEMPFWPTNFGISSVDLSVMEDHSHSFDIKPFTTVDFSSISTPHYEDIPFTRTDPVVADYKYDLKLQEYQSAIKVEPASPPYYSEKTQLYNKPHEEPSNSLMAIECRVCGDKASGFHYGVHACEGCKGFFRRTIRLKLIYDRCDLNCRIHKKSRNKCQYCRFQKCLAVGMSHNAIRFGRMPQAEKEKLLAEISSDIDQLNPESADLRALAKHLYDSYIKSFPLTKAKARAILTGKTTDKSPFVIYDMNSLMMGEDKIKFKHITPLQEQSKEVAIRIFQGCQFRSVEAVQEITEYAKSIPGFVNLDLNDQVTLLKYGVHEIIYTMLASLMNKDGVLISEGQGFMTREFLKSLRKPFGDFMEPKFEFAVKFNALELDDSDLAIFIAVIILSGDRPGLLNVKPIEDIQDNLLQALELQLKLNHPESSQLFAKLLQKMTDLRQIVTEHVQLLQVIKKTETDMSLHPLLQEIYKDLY
# TNAP act hi DEA – increases human TNAP activity under high phosphate acceptor concentration. AID 1136. P05186. activation factor at 20 µM. 200,000 tested, under 10 active. purified TNAP, CDP-star luminescence, 1 M DEA, 30 min; hits give high values; 0 = EDTA background, 1 = DMSO-only activity;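 active = activation factor at least 2 at 20 µM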
# Target sequence (P05186 whole entry, looked up): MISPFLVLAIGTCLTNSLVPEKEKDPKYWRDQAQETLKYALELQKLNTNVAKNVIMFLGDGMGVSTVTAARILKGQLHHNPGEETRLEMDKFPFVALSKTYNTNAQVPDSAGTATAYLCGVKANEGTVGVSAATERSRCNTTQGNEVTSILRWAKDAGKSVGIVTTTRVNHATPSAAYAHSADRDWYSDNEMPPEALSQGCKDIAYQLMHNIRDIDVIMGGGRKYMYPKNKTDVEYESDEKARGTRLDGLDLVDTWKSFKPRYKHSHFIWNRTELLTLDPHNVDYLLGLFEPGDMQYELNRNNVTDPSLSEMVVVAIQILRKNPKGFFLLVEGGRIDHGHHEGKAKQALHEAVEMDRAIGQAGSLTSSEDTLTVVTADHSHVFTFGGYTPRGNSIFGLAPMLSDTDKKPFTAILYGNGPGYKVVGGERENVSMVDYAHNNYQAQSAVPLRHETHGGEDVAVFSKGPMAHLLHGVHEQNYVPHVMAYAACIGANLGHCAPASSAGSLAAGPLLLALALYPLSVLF
#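 Assay system: human TNAP; Input: enzyme diluted 1/800 final; Reagent: CDP-star luminogenic substrate at 100 µM final; Timing: 30 min, room temperature; Signal: luminescence; Evaluation: TNAP activation factor scaled between EDTA and DMSO control wells.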
# HMGR II inh – inhibitors of class II HMG-CoA reductase from Enterococcus faecalis | inhibition, % at 10 µM | hit rate 0.41% among 190,000 | AID 1066 | purified E. faecalis HMGR, NADPH absorbance 340 nm kinetic;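 active = inhibition above a set limit, the median over all tested compounds plus 3 SD, cut at about 9.5% in these data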;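 note: enzyme runs in reverse so mevalonate oxidation gives rising NADPH absorbance; 0% = complete reaction with DMSO and 100% = background rate lacking mevalonate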
# TNAP inh hi DEA – blocks human TNAP under high phosphate acceptor concentration. P05186. purified TNAP, CDP-star luminescence, 1 M DEA. inhibition, % at 20 µM. hit rate 0.03% among 200,000;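 active = over 50% inhibition of tissue-nonspecific alkaline phosphatase at 20 µM in the single-dose screen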;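 note: plate controls were DMSO wells for no effect and EDTA-quenched wells as full inhibition for full effect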
# bIAP act – intestinal alkaline phosphatase (bovine) activation; purified bovine IAP, CDP-star luminescence, 30 min; hits give high values; fold of DMSO-control signal, blank-subtracted; activation factor at 20 µM; hit rate 0.17% among 200,000;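 active = activation factor of 2 or more at 20 µM, a signal rise over negative controls twice the positive control's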
# PPARg SRC-2 ag – agonists of SRC-2 recruitment by human PPARgamma; P37231; PPARgamma LBD-SRC-2 recruitment, biochemical; activation, % at 8 µM; hit rate 0.34% among 200,000; in the data active = activation above about 22%;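 note: 0% = vehicle and 100% = reference agonist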
# TR-FRET SRC-2 ct – TR-FRET artefact, counter-screen to PPARgamma/SRC-2 agonist assay. hits give high values. TR-FRET ratio at 8 µM. hit rate 0.4% among 200,000. AID 1049; in the data active = TR-FRET ratio above about 2000; note: inactives centre near 1500
# PPARg SRC3 recr – promotes SRC-3 coactivator recruitment by human PPARgamma; P37231; biochemical PPARgamma/SRC-3 coactivator recruitment assay; activation, % at 8 µM; hit rate 0.26% among 200,000; in the data active = activation above about 23%;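 note: 0% = DMSO and 100% = reference agonist; some compounds past the cut are filed as inactive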
# TNAP inh noacc – blocks human TNAP activity with no phosphate acceptor present | P05186 | purified TNAP, CDP-star luminescence, 30 min | inhibition, % at 20 µM | hit rate 0.26% among 200,000 | AID 1012;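 active = tissue-nonspecific alkaline phosphatase inhibition above about 50% at 20 µM in the single-dose screen, limit read from the data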;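 note: 0% = DMSO negative control and 100% = EDTA positive control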
# An asterisk follows results filed as active; x = not tested or not shown.
# Results follow in this order: TNAP inh noacc	TR-FRET SRC-2 ct	PPARg SRC-1 ag	PPARg SRC-2 ag	HMGR II inh	PPARg SRC3 recr	TNAP act hi DEA	TNAP inh hi DEA	bIAP inhibitor	bIAP act
CCN(CC)S(=O)(=O)c1ccc(/C=C/C(=O)Nc2ccc(F)c(F)c2F)cc1
    -12	1567	4	-1	-6	1	1.1	-7	-8	1.1
Cc1cc(C)n(-c2ccc(Cl)c(C(=O)Nc3ccc(-c4nnc5n4CCCCC5)cc3)n2)n1
    -8	1357	-9	4	-1	-1	1	-4	-12	1.1
Cc1ccccc1OCC(O)CN1CCN(c2ccccn2)CC1 (centres undefined)
    -6	1453	2	4	-4	-6	1.1	-8	-13	1.1
O=c1ncn(-c2ccc(F)cc2)c2ncccc12
    -12	1543	-3	-8	-3	2	1.1	-7	9	0.9
Cn1c(SCc2cccc(Cl)c2)nc(C(F)(F)F)cc1=O
    -2	1608	4	4	-3	11	1	-1	-1	1
CSCc1ccc(C(=O)Nc2ccc(C(N)=O)cc2)cc1
    -29	1520	0	5	4	2	1.1	-5	-1	1
CC(=O)N/N=C/c1ccc(OCCOc2ccc(Br)cc2)cc1
    3	1648	-5	7	-3	1	1.1	-6	-25	1.3
OC(COc1ccc2ccccc2c1)Cn1cncn1 (centres undefined)
    -7	1544	0	1	-4	-18	1	-3	3	1
COc1cc(CC(=O)Nc2ccc(Cl)c(C(F)(F)F)c2)cc(OC)c1OC
    -13	1651	1	10	-3	-2	1.1	-5	1	1
Cc1cc(N)n(-c2ccc(S(=O)(=O)c3ccc(C(C)C)cc3)cc2)n1
    -8	1574	5	1	1	6	1	-2	10	0.9
CCOC(=O)C(=CNc1ccccc1C)C(=O)OCC
    -1	1578	-1	3	-5	15	1	-3	14	0.9
N#Cc1nc(-c2cccs2)oc1NCCCN1CCOCC1
    -8	1223	0	8	-4	1	1	-2	7	0.9
NC(=O)CSc1nnc(-c2ccncc2)n1-c1ccc(Cl)cc1
    -12	1635	-4	1	-5	2	1	-3	7	0.9
CCOc1ccc(/C=C/[N+](=O)[O-])c2ccccc12
    -6	1688	-2	0	-3	10	1	-2	6	0.9
CCCNC(=O)c1c(N)n(-c2ccc3c(c2)OCO3)c2nc3ccccc3nc12
    -13	1442	6	6	-3	4	1.1	-5	1	1
Cn1c(CSc2ncn[nH]2)nc2ccccc21
    -11	1618	-2	7	-3	14	1	0	-67	1.7
C=CCOc1cc(C)nc(-c2ccccc2O)n1
    -12	1412	-2	3	-5	3	1.1	-8	14	0.9
CCOCCCNC(=O)C(c1ccc(OC)cc1)N(Cc1ccc2c(c1)OCO2)C(=O)c1ccccn1 (centres undefined)
    -12	1671	5	-5	-3	3	1	1	-7	1.1
CC(C)(C)n1nnnc1C(c1cc2cc3c(cc2[nH]c1=O)OCO3)N1CCN(c2ccccc2)CC1 (centres undefined)
    -5	1554	6	0	-5	5	1	-1	8	0.9
O=C(O)/C=C/c1ccccc1Oc1ccccc1
    -4	1688	2	-1	0	0	1	-2	10	0.9
Cc1nc2sc(C(c3ccccc3)N3CCN(c4ccccc4F)CC3)c(O)n2n1 (centres undefined)
    0	1423	-2	0	2	-4	1	2	-12	1.1
Cn1nnnc1SCC(=O)Nc1ccc2c(c1)OCO2
    -8	1408	2	7	0	1	1	-3	-11	1.1
O=C(NCc1ccc(Cl)cc1)C(=O)NCC1OCCN1S(=O)(=O)c1ccc2c(c1)OCCO2 (centres undefined)
    1	1466	-3	-6	-2	4	1	-1	-11	1.1
CN(C(=O)c1ccco1)c1nc(CC(=O)Nc2ccccc2)cs1
    -1	1428	6	-1	-6	3	1	4	-1	1
CC1CCN(CC(=O)Nc2ccccc2-c2ccccc2)CC1
    -6	1553	2	0	0	8	1	-3	4	1
[O-][n+]1onc2c1CCC1N(O)C(c3ccccc3)CC21O (centres undefined)
    -10	1454	-5	10	-8	-6	1	0	8	0.9
C(=C\c1ccccc1)/C=N/Nc1nc(N2CCOCC2)nc(N2CCOCC2)n1
    -9	1510	-2	0	-4	1	1	-4	4	1
O=C(NC1CCC(NC(=O)C(F)(F)C(F)F)CC1)C(F)(F)C(F)F (centres undefined)
    -9	1385	-3	-5	2	4	1	-2	13	0.9
CN(/C=C/C(=C\C=[N+](C)c1ccccc1)OCCCS(=O)(=O)[O-])c1ccccc1
    20	1527	1	-1	1	1	1.1	-5	10	0.9
COC(=O)N/N=C/c1cn(Cc2ccc(Cl)cc2Cl)c2ccccc12
    -7	1540	3	8	2	0	1	-2	5	0.9
Brc1ccc(-c2nn3c(-c4ccccn4)nnc3s2)o1
    -7	1804	12	4	-6	17	1	-2	12	0.9
CCOC(=O)c1ccccc1NC(=O)C1COc2ccccc2O1 (centres undefined)
    -8	1551	4	-1	0	2	1	-3	27	0.7
O=C(c1cccn2c(=O)c3cc4ccccc4cc3nc12)N1CCN(c2ccccc2)CC1
    -12	1732	8	5	0	6	1	-1	-6	1.1
O=C(Cn1ccc2ccccc2c1=O)NCCC(=O)N1CCN(C2CCCCC2)CC1
    -11	1380	-3	-7	-3	5	1	-4	1	1
Cc1cc(C(F)(F)F)c(C#N)c(SCC(=O)NC(C)(C)C)n1
    -6	1607	5	8	-7	-2	1	-2	9	0.9
CC1(C)CCCC(C)(C)N1CC(O)COCCOc1ccc(Br)cc1 (centres undefined)
    -8	1464	-3	-8	-8	-4	1	2	1	1
CCCn1c(=O)c(C(=O)Nc2ccccc2C(=O)OC)c(O)c2ccccc21
    -11	1517	-4	-3	-4	-3	1.1	-7	-2	1
COc1ccccc1Cn1c(=O)c2ccccc2n2c(Sc3ncnc4sccc34)nnc12
    -11	3587*	26*	8	-4	29*	1	0	-4	1
CC(C)=C1C(=O)NN(c2ccc(C)c(Cl)c2)C1=O
    1	1315	-2	-9	-3	-2	1	1	x	0.4
CCOC(=O)COc1cc(Br)c(C2NC(=O)NC(C)=C2C(C)=O)cc1OCC (centres undefined)
    -11	1601	5	6	-3	6	1	-1	10	0.9

# Next part; the last 2 above are carried over.
# Results follow in this order: TNAP inh noacc	TR-FRET SRC-2 ct	PPARg SRC-1 ag	PPARg SRC-2 ag	HMGR II inh	PPARg SRC3 recr	TNAP act hi DEA	TNAP inh hi DEA	bIAP inhibitor	bIAP act
CC(C)=C1C(=O)NN(c2ccc(C)c(Cl)c2)C1=O
    1	1315	-2	-9	-3	-2	1	1	x	0.4
CCOC(=O)COc1cc(Br)c(C2NC(=O)NC(C)=C2C(C)=O)cc1OCC (centres undefined)
    -11	1601	5	6	-3	6	1	-1	10	0.9
O=C(NCc1ccccc1)C1CCN(S(=O)(=O)N2CCOCC2)CC1
    -3	1523	0	4	1	6	1	-4	1	1
COCCCNC(=S)N1CCC(NC(=O)c2ccco2)CC1
    -3	1499	-1	-2	-4	-1	1	-1	5	0.9
CCOC(=O)c1c(C)oc2cc(Br)c(OC(C)C(=O)OCC)cc12 (centres undefined)
    -10	1582	4	-2	-5	4	1.1	-6	-10	1.1
CCOc1ccc2ccccc2c1/C=N/n1cncn1
    -6	1434	-8	9	-3	-2	1	-4	3	1
Cc1cc(C)n(-c2nc(-c3ccccc3)cs2)n1
    3	1474	5	1	-3	7	1	0	11	0.9
O=C(NCC1CCCO1)c1c(O)c2cccc3c2n(c1=O)CCC3 (centres undefined)
    -5	1438	6	-2	-4	17	1.1	-8	10	0.9
Cc1ccc(S(=O)(=O)NCCC(=O)Nc2ccc(Cl)c(Cl)c2)cc1C
    -4	1510	-3	-3	-6	1	0.9	5	6	0.9
CC(=O)c1cccc(NC(=O)c2ccco2)c1
    -7	1703	13	-1	-6	-6	1	-4	9	0.9
CC(C)NC(=O)c1ccc(COCC(F)(F)C(F)F)cc1
    -10	1350	1	-8	-4	-10	1	0	37	0.6
CCOc1cccc(/C(O)=C2/C(=O)C(=O)N(Cc3ccco3)C2c2ccncc2)c1 (centres undefined)
    2	1690	15	17	-6	17	1.1	-5	8	0.9
COc1cc(NC(=O)C/C(C)=N/NC(=O)Cc2ccc(Cl)cc2)c(OC)cc1Cl
    -4	1728	10	4	-4	5	1	-1	4	1
CC(C)OC(=O)Nc1ccc(Oc2c(F)c(F)c(F)c(F)c2F)cc1
    -16	1587	5	3	5	5	1	-5	36	0.6
COc1cc(Br)c(CCNC(=O)Cc2ccccc2)cc1OC
    -11	1505	-2	-5	-1	1	1	-2	-62	1.6
C[C@@H](C(=O)Nc1ccc2ccccc2c1)[C@H]1C[C@]1(C)[C@H](NC(=O)c1cccnc1)c1ccccc1
    -16	1508	5	0	2	1	1	-1	18	0.8
COCCN(C(=S)Nc1ccc(C)c(C)c1)C(C)c1ccco1 (centres undefined)
    -4	1591	5	8	-6	3	1	-3	8	0.9
Nc1nnc(SCC(=O)N2CCN(c3ccccc3)CC2)s1
    -14	1531	1	6	-10	-10	1.1	-7	13	0.9
CCN(CC)C(=O)c1sc2c(c1C)c(=O)n(-c1ccc(OC)cc1OC)c(=O)n2CC(=O)c1ccccc1
    -6	1656	5	-7	-6	-2	1	-4	-16	1.2
COc1ccc(C(OC(=O)c2cccs2)C(=O)NCC2CCCO2)cc1 (centres undefined)
    1	1675	4	5	1	-11	1	-1	-11	1.1
CCC(C)Nc1nc2c(c(=O)n(C)c(=O)n2C)n1Cc1ccc(F)cc1 (centres undefined)
    -7	1622	3	1	3	-2	1	3	9	0.9
CN1CCN(c2nc(N3CCN(c4ccccc4)CC3)ncc2F)CC1
    -6	1723	5	8	-4	0	1	0	-1	1
CCOC(=O)CNC(=O)CSc1nnc(-c2ccco2)n1N
    -9	1427	0	0	-3	-3	1	-4	4	1
CC(=O)CSc1nnc(-c2ccc(S(=O)(=O)N3CCC(C)CC3)cc2)o1
    x	1593	5	13	x	2	x	x	x	x
O=[N+]([O-])c1ccc(F)cc1Oc1nc(-c2cccnc2)nc2ccccc12
    -7	1606	7	-1	-1	2	1	-4	6	0.9
C=C(C)CC(NCc1ccco1)c1ccc(OC)cc1 (centres undefined)
    -5	1471	1	-4	-4	-4	1.1	-6	-2	1
O=C(NCc1cccnc1)c1cc(Sc2ccccc2Cl)nc2ccccc12
    24	1634	5	-4	0	0	1	-4	28	0.7
O=C(NCc1ccccn1)c1cc2cc(Br)ccc2oc1=O
    -13	1544	-6	-8	-1	-11	1.1	-5	6	0.9
CC1Oc2ccccc2N(Cc2ccccc2F)C1=O (centres undefined)
    -5	1498	-1	4	-6	1	1.1	-7	28	0.7
O=C(CN1C(=O)c2ccccc2C1=O)Nc1ccc(Cl)cn1
    -15	1667	8	8	-3	0	1	-3	-15	1.1
O=C(Nc1cccc(Cl)c1)Nc1cccc(Cl)c1
    -10	1741	0	2	-1	5	1	-1	-16	1.2
Cc1cc(NC(=O)CN2C(=O)NC3(CCC(C)CC3)C2=O)no1 (centres undefined)
    -3	1764	5	22*	-3	5	1	-4	9	0.9

# Two compounds from above, reduced to PPARg SRC-2 ag and PPARg SRC3 recr.
SMILES	PPARg SRC-2 ag	PPARg SRC3 recr
O=C(Nc1cccc(Cl)c1)Nc1cccc(Cl)c1	2	5
Cc1cc(NC(=O)CN2C(=O)NC3(CCC(C)CC3)C2=O)no1 (centres undefined)	22*	5
